Compound activity: PubChem, several laboratories
Rv3671c inh: Rv3671c (M. tuberculosis) protease inhibition; P9WHR9; inhibition, % at 5.96 µM; hit rate 0.048% among 320,000; in the data active = inhibition above about 38%;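 also: extracellular domain of Rv3671c used as enzyme; 0% = enzyme with DMSO and 100% = no enzyme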
Target sequence (P9WHR9 whole entry, looked up, the tested form may be a part): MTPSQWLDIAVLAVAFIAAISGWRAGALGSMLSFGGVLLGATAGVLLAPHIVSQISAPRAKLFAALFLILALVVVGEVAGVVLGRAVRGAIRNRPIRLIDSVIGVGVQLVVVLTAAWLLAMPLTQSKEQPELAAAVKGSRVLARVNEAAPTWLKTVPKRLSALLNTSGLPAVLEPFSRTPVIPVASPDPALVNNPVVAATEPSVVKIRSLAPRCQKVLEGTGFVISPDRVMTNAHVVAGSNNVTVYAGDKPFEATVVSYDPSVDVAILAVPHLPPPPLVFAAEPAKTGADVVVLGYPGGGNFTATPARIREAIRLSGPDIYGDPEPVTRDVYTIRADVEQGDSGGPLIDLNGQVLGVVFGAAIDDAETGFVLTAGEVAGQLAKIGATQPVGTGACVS
GDH-TPI counter: counter-screen for M. tuberculosis FBA inhibitors: GDH-TPI coupled enzymes; GDH-TPI coupled enzyme counterscreen, NADH absorbance; inhibition, % at 4.8 µM; hit rate 1.2% among 360,000; AID 588335; in the data active = inhibition above about 30%;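 also: 0% = DMSO wells and 100% = wells lacking the enzyme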
MazEF act: increases E. coli MazEF RNase cleavage of RNA | P0AE70 | hit rate 0.32% among 350,000 | activation, % at 20 µM | FAM/BHQ RNA-DNA oligo cleavage fluorescence, 5 h; in the data active = activation above about 50%
Target sequence (P0AE70 whole entry, looked up): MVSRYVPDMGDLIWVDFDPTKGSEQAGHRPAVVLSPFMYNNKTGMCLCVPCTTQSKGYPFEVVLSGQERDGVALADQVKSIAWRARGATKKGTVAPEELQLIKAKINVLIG
BioA inh: blocks M. tuberculosis BioA enzyme activity; hit rate 0.096% among 360,000; inhibition, % at 9.99 µM; purified M. tuberculosis BioA enzyme, plate reader; in the data active = inhibition above about 40%
3CLpro inhibitor: SARS-CoV 3CLpro protease inhibition. P0C6X7. hit rate 0.14% among 290,000. recombinant SARS-CoV 3CLpro, quenched FRET peptide cleavage. inhibition, % at 6 µM; in the data active = inhibition above about 12%
Vc quorum ag: quorum light induction in luxS cqsA deficient V. cholerae; V. cholerae BH1578 lux reporter, luminescence, 6 h; activation, % at 18.7 µM; hit rate 0.16% among 350,000; in the data active = activation mostly above about 9.7%, no sharp cut-off; also: not every result past the cut was called active; inactives centre near 0; reference of the scale not given here
DUSP3 inh: DUSP3 (human) phosphatase inhibition; recombinant VHR phosphatase, pNPP absorbance; AID 1654; P51452; inhibition, % at 13.3 µM; hit rate 0.52% among 290,000; in the data active = inhibition above about 50%; also: some compounds called inactive have numbers as strong as hits
Target sequence (P51452 whole entry, looked up): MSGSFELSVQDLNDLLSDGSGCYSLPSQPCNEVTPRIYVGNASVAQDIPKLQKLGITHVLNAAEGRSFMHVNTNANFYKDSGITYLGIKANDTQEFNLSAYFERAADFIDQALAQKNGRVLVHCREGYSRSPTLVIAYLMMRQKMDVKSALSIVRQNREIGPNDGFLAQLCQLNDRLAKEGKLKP
Mtb FBA inh: inhibitors of M. tuberculosis fructose-bisphosphate aldolase | purified M. tuberculosis FBA, fluorescence read-out | inhibition, % at 1 µM | P9WQA3 | hit rate 2.3% among 360,000; in the data active = inhibition above about 27%;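 also: 0% = vehicle and 100% = reference inhibitor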
Target sequence (P9WQA3 whole entry, looked up): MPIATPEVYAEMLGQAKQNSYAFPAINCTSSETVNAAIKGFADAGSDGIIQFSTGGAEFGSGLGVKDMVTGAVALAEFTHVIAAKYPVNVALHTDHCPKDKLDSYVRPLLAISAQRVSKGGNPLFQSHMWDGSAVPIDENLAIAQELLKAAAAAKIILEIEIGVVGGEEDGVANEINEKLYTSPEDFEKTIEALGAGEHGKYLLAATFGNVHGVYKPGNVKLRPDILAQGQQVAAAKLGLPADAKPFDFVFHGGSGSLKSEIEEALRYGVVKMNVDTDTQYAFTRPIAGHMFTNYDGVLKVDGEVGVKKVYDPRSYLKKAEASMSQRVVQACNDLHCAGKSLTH
SSB-PriA inh: inhibitors of Klebsiella pneumoniae PriA binding to SSB C-terminal tail. AlphaScreen SSBct-PriA binding, biotinylated peptide. inhibition, % at 33 µM. hit rate 0.6% among 430,000. AID 1272365; in the data active = inhibition mostly above about 37%, no sharp cut-off; inactive = mostly below about 20%;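 also: plate controls were negative control peptide for no effect and reference peptide for full effect; strong numbers were not always called active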
UGM FP inh: Mtb UDP-galactopyranose mutase inhibition; AID 504406; purified UGM, fluorescence polarization probe displacement; inhibition, % at 10 µM; hit rate 0.06% among 320,000; in the data active = inhibition above about 10%, passing the limit was not always enough
An asterisk follows results filed as active; i = inactive; x = not tested or not shown. The list is partial, so the mix of outcomes need not match the whole.

SMILES	Rv3671c inh	GDH-TPI counter	MazEF act	BioA inh	3CLpro inhibitor	Vc quorum ag	DUSP3 inh	Mtb FBA inh	SSB-PriA inh	UGM FP inh
COc1ccc(Cc2nc3ccc(C(=O)N4CCCN(C=O)CC4)cc3o2)cc1	1	7	4	-0.5	2	i	-37	0	-3	0.1
CC(=O)Nc1ccc(NC(=O)CSc2nnc(-c3ccc(NS(C)(=O)=O)cc3)n2C)cc1C	11	0	5	-0.9	-2	1.5	9	6	-2	-0.5
CN1CCN(C(=O)COc2ccc(S(=O)(=O)N(C)Cc3ccccc3)cc2)CC1	-3	5	8	0.7	0	i	-9	3	1	-0.4
Cc1cc(C(=O)N/N=C\c2ccc(COc3ccc([N+](=O)[O-])cc3)o2)ccc1[N+](=O)[O-]	-8	12	12	-0.5	-2	x	-28	1	x	-1.6
c1ccc(CCN2CCN(c3ncnc4c3cnn4-c3ccccc3)CC2)cc1	-4	-3	-5	0.2	1	-0.3	17	1	-19	0.2
Cc1cc(C)n2ncc(C(=O)NCc3ccccc3)c2n1	-3	13	3	1.2	-1	-0.3	7	24	-4	3.9
COc1cccc(CN(C(=O)c2cccc(OC)c2)C2CCS(=O)(=O)C2)c1 (centres undefined)	-2	-3	1	-0.7	-3	-1.7	-4	-5	9	-0.7
CCCCn1c(NCc2ccc3c(c2)OCO3)nc2ccccc21	9	8	-11	3.6	2	x	5	-1	9	-2.4
O=C(NC1CC1)C1CCN(c2nc3ccccc3s2)CC1	5	3	2	-3.0	1	-8.8	31	7	-14	-2.5
COc1ccc(C2/C=C\CN(C(=O)c3ccccc3)[C@H](Cc3ccccc3)C(=O)N2Cc2ccc(F)cc2)cc1 (some centres undefined)	-17	17	-5	-1.1	x	-11	-8	-3	-3	3.4
CC1Nc2ccc(C(=O)NC3CCCCC3)cc2NC1=O (centres undefined)	-11	-2	2	-2.7	-3	-0.4	36	9	-14	-0.8
CCCCN(C)CCCNC(=O)c1cccc(N2CCCC2=O)c1	9	9	-9	-1.9	-1	i	17	-7	0	-0.7
CCNS(=O)(=O)c1c(C)cc(N2CCCC2=O)cc1C	1	9	-2	-7.6	5	i	-8	-9	-16	-1.0
c1nc(N2CCOCC2)c2[nH]cnc2n1	1	4	6	-1.2	4	i	x	0	-7	2.5
O=Cc1cccc(OC(=O)Nc2ccccc2)c1	7	-11	1	-1.5	x	1.4	x	-4	-1	-0.9
Cc1nnc(SCCn2c(N3CCN(Cc4ccccc4)CC3)nc3c2c(=O)[nH]c(=O)n3C)s1	9	4	1	2.9	-4	-0.3	34	-1	-3	-2.7
COc1ccc(O)c(/C=N/NC(=S)Nc2cccnc2)c1	25	-3	2	x	-1	-0.4	26	4	x	1.0
Cc1ccc2c(c1)C1C=CCC1C(C(=O)NCCCN1CCOCC1)N2 (centres undefined)	-23	12	2	-0.7	x	-3.4	x	1	15	-0.1
CC(C)(C)C(=O)Nc1nc2c(c(=O)[nH]1)CCCC2	10	11	-4	x	-5	-0.3	17	4	-9	0.3
O=C(N/N=C/c1ccc(OCC2COCCO2)cc1)c1ccc(Br)cc1 (centres undefined)	0	12	-17	x	1	-2.9	32	0	x	1.0
CCOc1ccc(N(CC(=O)Nc2ccc(C)c(Cl)c2)S(C)(=O)=O)cc1	-7	-6	3	1.1	3	0.8	13	0	-13	1.3
COc1ccc(Br)cc1CNC(=O)CCC(=O)N1CCSc2ccccc21	-6	7	0	-1.2	3	-0.2	9	-2	-3	-2.6
CCN(CC)CCN1C(=O)C2C(C(=O)Nc3cccc(SC)c3)C3C=CC2(O3)C1C(=O)NC1CCCC(C)C1C (centres undefined)	7	6	17	x	0	-0.3	10	2	-4	-1.5
O=C(NCCCn1ccnc1)C1CCCN(S(=O)(=O)c2ccc(F)cc2)C1 (centres undefined)	-7	8	11	-1.2	0	-3.1	29	0	-5	1.0
CC1(C(=O)Nc2cnc3ccccc3c2)CCN1C(=O)CC(c1ccccc1)c1ccccc1 (centres undefined)	x	6	x	-1.0	x	-0.6	x	-1	x	x
CSc1cccc(CN2CCCC(CNC(=O)c3ccc(F)cc3)C2)c1 (centres undefined)	9	2	-2	x	2	-0.2	5	-1	-6	3.4
O=C(COC(=O)C1CCCN1C(=O)C12CC3CC(CC(C3)C1)C2)c1ccc(Br)cc1 (centres undefined)	-13	2	-43	-2.8	-4	-1.6	16	-2	-5	3.2
OC[C@@H]1[C@@H](c2ccc(F)cc2)C(c2ccccc2)=NN1c1ccccc1	x	7	-1	16	x	-1.4	x	29*	-50	x
COc1cccc(C(Nc2ccccn2)c2oc(CO)cc(=O)c2O)c1 (centres undefined)	8	0	-1	x	6	-0.2	-5	-3	-15	-1.2
CCOC(=O)CNC(=O)CSc1nnc(COc2ccc(Cl)cc2)n1CC	-1	0	7	-4.2	0	i	15	6	-7	1.3
COc1cc(C2C=C(C34CC5CC(CC(C5)C3)C4)NC(=S)N2)cc(OC)c1OC (centres undefined)	4	2	12	3.1	-2	i	-25	3	10	0.3
CC1(C)NC(=O)N(CC(O)COc2ccccc2-c2ccccc2)C1=O (centres undefined)	0	-3	0	1.0	2	-0.3	23	4	-10	1.8
O=C(O)CSc1ncnc2c1sc1nc(-c3ccccc3)c3c(c12)CCC3	-17	9	-38	x	3	-0.7	12	-3	-6	-2.7
O=C(Nc1cc(C(F)(F)F)ccc1N1CCCCC1)c1ccco1	4	8	8	-0.1	-5	-3.6	-4	2	-12	1.3
Cc1ccccc1NC(=S)N1CCOCC1	3	11	8	-1.2	3	i	-5	0	1	0.0
Cn1c(COc2ccccc2)nnc1SCC(=O)NC1CCCC1	-7	-7	11	0.6	-1	i	36	3	-2	-0.2
O=C(NC1CCCN(c2ccc(C(F)(F)F)cn2)C1)c1ccncc1 (centres undefined)	-5	11	5	-0.7	-7	-0.3	-4	3	-14	-0.7
Cc1ccc(NC(=O)Cc2n[nH]c(=S)n2C)cc1	-2	-9	3	-2.8	-2	-0.5	-5	3	-8	1.2
CCC(C)n1c(=S)[nH]c2c(sc3ccc([N+](=O)[O-])cc32)c1=O (centres undefined)	-2	0	1	2.9	-2	-1.4	-12	0	-1	-0.8
O=C(c1ccc(Cl)c(NC2=NC3CS(=O)(=O)CC3S2)c1)N1CCN(c2ccc(F)cc2)CC1 (centres undefined)	0	16	2	0.0	6	0.5	-4	8	6	1.3
COc1cc(-c2nc(S(=O)(=O)c3ccc(C)cc3)c(N3CCOCC3)o2)cc(OC)c1OC	6	-2	-19	0.3	-1	5.0	18	-6	-37	1.8
CN(C)c1ccc(C=NN2CCCCCC2)cc1	x	25	6	-0.5	x	i	x	-7	4	x
Cn1c(=O)n(C)c2cc(NC(=O)COc3ccccc3)ccc21	5	5	8	6.0	3	0.0	13	0	-30	2.5
COCC(C)n1c(C)cc(C(=O)COC(=O)C2=NN(c3ccccc3)C(=O)CC2)c1C (centres undefined)	-1	1	x	x	1	i	37	3	x	-0.5
Cc1cc(C)cc(-n2c(N)c(C(=O)Nc3c(C)n(C)n(-c4ccccc4)c3=O)c3nc4ccccc4nc32)c1	-6	5	-20	-0.2	2	-0.2	10	0	-12	1.9
CSc1nc(-c2ccc(C)cc2)nc(C(Cl)Cl)n1	1	-3	6	x	-2	-7.1	31	1	-6	-0.1
Cc1c(C)n2c(SCC(=O)N3CCCCCC3)nnc2[nH]c1=O	-4	5	2	x	x	i	x	2	-7	-0.7
CC(C)C(=O)Nc1sc2c(c1-c1nc3ccccc3[nH]1)CCCC2	-17	14	5	x	-4	i	10	43*	-17	2.0
CCCc1cc(=O)oc2c(C)c(OCC(=O)NCc3ccccn3)ccc12	11	2	5	-0.6	-2	-0.9	-7	1	2	1.1
Cc1ccc(NC(=O)CSc2ccc(C(N)=O)cc2[N+](=O)[O-])cc1C	-5	2	8	-0.4	2	-0.3	15	-2	6	-2.1
(list continues)
SMILES	Rv3671c inh	GDH-TPI counter	MazEF act	BioA inh	3CLpro inhibitor	Vc quorum ag	DUSP3 inh	Mtb FBA inh	SSB-PriA inh	UGM FP inh
CC1(C)NC(=O)N(CC(=O)N2CCN(c3cccc(Cl)c3)CC2)C1=O	-1	0	9	-1.4	x	i	x	-1	-6	-0.2
CC(=O)OCC1OC(COC(C)=O)(c2ccc(C)cc2)C(OC(C)=O)C1OC(C)=O (centres undefined)	x	3	5	x	x	i	x	-1	-5	x
O=C(OCC(=O)N1CCN(c2ccccc2)CC1)c1cccc([N+](=O)[O-])c1	6	7	-8	3.4	x	i	x	6	2	1.3
Cc1cnc(C(=O)N(CC(C)C)c2c(N)n(CC(C)C)c(=O)[nH]c2=O)cn1	x	1	-1	-2.3	x	-0.4	x	2	7	x
C=CCNc1ncnc2sc(SC)nc12	-7	2	-1	-2.1	0	i	3	4	-9	1.6
CCNC(=S)NNC(=O)c1ccccc1OC(F)F	4	0	0	-1.1	6	4.4	20	-1	-11	0.0
CCCOc1ccc(N/C=C/C(=O)c2cc(OC)c(OC)c(OC)c2)cc1	-3	5	3	-1.2	-2	-0.4	46	-4	-18	0.8
Cc1ccc(-c2cc(C(=O)Nc3nn[nH]n3)c3ccccc3n2)cc1	4	8	5	-0.9	6	-2.8	3	0	-8	-0.2
O=c1[nH][nH]c(C(F)(F)F)c1/C=N/N1CCOCC1	-1	0	8	x	2	0.1	6	4	x	-0.3
CCOCCCNCC(=O)NCC1CCCCC1	3	-8	8	x	-2	i	12	-5	0	-1.0
COc1cc(/C=N/Nc2nc(Nc3ccccc3)nc(N3CCCCC3)n2)ccc1OCC(=O)O	-7	25	0	x	3	-0.2	2	-2	x	0.0
CCNc1sc(S(C)(=O)=O)nc1S(=O)(=O)c1ccc(Cl)cc1	1	0	-19	x	1	i	-9	-1	-13	-4.9
C=CCSc1nc(C)cc(C(=O)OCC)c1C#N	4	7	-9	-0.5	5	i	27	1	-39	-0.1
CC(C)c1cccc(C(C)C)c1OC(=O)[C@H]1OC(c2ccc(Br)cc2)=C[C@@H]1c1ccc(Br)cc1	-11	9	-14	-1.8	x	-0.3	x	0	6	-0.9
CCCC1CC(C)(c2csc(Nc3ccc(OCC)cc3)n2)OC1=O (centres undefined)	9	-1	7	-1.3	6	-2.8	14	-1	-6	-1.3
COc1ccc(OC)c(NC(=O)CCOc2cccc(C)c2)c1	-2	9	-29	0.0	-3	-2.8	14	0	0	0.8
CC1=C(C(=O)Nc2ccccc2)C(c2cccnc2)n2ncnc2N1 (centres undefined)	5	6	4	x	2	i	33	-7	0	-0.5
Cn1c2ccccc2n2c(=O)cc(-c3ccccc3)c(C#N)c12	-4	6	10	x	3	i	13	11	-12	-0.5

Structural class: those above with fluorine (nine)
SMILES	Rv3671c inh	GDH-TPI counter	MazEF act	BioA inh	3CLpro inhibitor	Vc quorum ag	DUSP3 inh	Mtb FBA inh	SSB-PriA inh	UGM FP inh
COc1ccc(C2/C=C\CN(C(=O)c3ccccc3)[C@H](Cc3ccccc3)C(=O)N2Cc2ccc(F)cc2)cc1 (some centres undefined)	-17	17	-5	-1.1	x	-11	-8	-3	-3	3.4
O=C(NCCCn1ccnc1)C1CCCN(S(=O)(=O)c2ccc(F)cc2)C1 (centres undefined)	-7	8	11	-1.2	0	-3.1	29	0	-5	1.0
CSc1cccc(CN2CCCC(CNC(=O)c3ccc(F)cc3)C2)c1 (centres undefined)	9	2	-2	x	2	-0.2	5	-1	-6	3.4
OC[C@@H]1[C@@H](c2ccc(F)cc2)C(c2ccccc2)=NN1c1ccccc1	x	7	-1	16	x	-1.4	x	29*	-50	x
O=C(Nc1cc(C(F)(F)F)ccc1N1CCCCC1)c1ccco1	4	8	8	-0.1	-5	-3.6	-4	2	-12	1.3
O=C(NC1CCCN(c2ccc(C(F)(F)F)cn2)C1)c1ccncc1 (centres undefined)	-5	11	5	-0.7	-7	-0.3	-4	3	-14	-0.7
O=C(c1ccc(Cl)c(NC2=NC3CS(=O)(=O)CC3S2)c1)N1CCN(c2ccc(F)cc2)CC1 (centres undefined)	0	16	2	0.0	6	0.5	-4	8	6	1.3
CCNC(=S)NNC(=O)c1ccccc1OC(F)F	4	0	0	-1.1	6	4.4	20	-1	-11	0.0
O=c1[nH][nH]c(C(F)(F)F)c1/C=N/N1CCOCC1	-1	0	8	x	2	0.1	6	4	x	-0.3
